BRCT PPI red – qHTS Assay for Inhibitors of BRCT-Phosphoprotein Interaction (Red Fluorophore); AID 892, 2007; Potency, µM (series often up to 76.9 µM), inactives show top-dose activity change, negative = inhibition, actives largely listed as inhibitors; BRCT-phosphopeptide binding, red fluorescence polarization; Breast cancer type 1 susceptibility protein (Homo sapiens), P38398; 75,000 tested, 0.03% active; further: on the % scale 0 is the no-effect control and ±100 the full control effect
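Fluorescence polarization: 100 nM His-tagged BRCA1 BRCT with 100 nM TAMRA-labelled phospho-BACH1 decapeptide, phosphate buffer pH 7.3 with 150 mM NaCl, DTT, 0.01% Tween 20; 12 min RT. Binding inhibition seen as FP decrease.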
BRCT inh green – qHTS Assay for Inhibitors of BRCT-Phosphoprotein Interaction (Green Fluorophore). Potency, µM (doses to about 76.9 µM), for inactives: at the highest dose activity change, negative = inhibition, most hits filed as inhibitors. BRCA1 BRCT-phosphopeptide binding, green fluorescence polarization. AID 875, 2007. Breast cancer type 1 susceptibility protein (Homo sapiens), P38398. 75,000 tested, 0.05% active;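 further: potency means the concentration at half of the fitted maximal effect; plate controls were peptide without protein for full effect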
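Compounds were incubated for 12 min at room temperature with a complex of 100 nM fluorescein-tagged pBACH1 decapeptide and 250 nM His-tagged BRCT protein. Buffer was phosphate pH 7.3 with EDTA, DTT and Tween 20. Disruption of binding lowers the polarization signal.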
USP2a inhib – qHTS Assay for Inhibitors of Ubiquitin-specific Protease USP2a. Ubiquitin carboxyl-terminal hydrolase 2 (Homo sapiens), O75604. USP2a enzymatic assay, qHTS inhibition. Potency, µM (series often up to 38.3 µM), without a hit: at the highest dose activity change, negative = inhibition, most hits filed as inhibitors. 60,000 tested, 0.1% active. AID 927, 2007;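 further: potency means the concentration at half of the fitted maximal effect; nearly all actives have a fitted effect of over 60% in size; plate controls were DMSO for no effect and NEM full inhibition control for full effect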
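20 nM USP2 core + cpd, 30 min RT; add 20 nM Ub-PLA2/20 uM NBD C6-HPC; read Ex460/Em535 at 0 h and 2.5 h. Normalized to NEM; qHTS curve fit/classification.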
CRE Fsk mod – Cell signaling CRE-BLA (Fsk stim); CHO CRE-bla reporter (cAMP response element driving beta-lactamase), forskolin EC10, beta-lactamase ratio; Potency, µM (top dose mostly 38.2 µM), for the others: at the highest dose activity change, negative = inhibition, usual class: activators; 71,000 tested, 2.5% active; AID 662, 2007; active means well fitted activation curve with a large enough effect in the signal ratio, with a control signal flat, not every such curve was filed as active; inconclusive means small, poorly fitted or top-dose-only effect, or effect the other way, or a change in a side signal; the % refers to the signal ratio; further: potency means the concentration at half of the fitted maximal effect; % of control where 0% means no effect
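Modulation of forskolin-driven signalling is measured in CHO cells carrying a CRE-controlled beta-lactamase reporter. Cells are stimulated with EC10 NKH 477 in the presence of titrated compound for 3 h at 37 °C, then loaded with CCF4 for 2 h at room temperature.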
Casp7 inh – qHTS Assay for Allosteric/Competitive Inhibitors of Caspase-7 | Potency, µM (series often up to 57.5 µM), inactives show top-dose activity change, negative = inhibition, hits mostly inhibitors | recombinant caspase-7, Ac-DEVD-AFC fluorescence rate | P55210 | 75,000 tested, 0.02% active; active means well fitted inhibition curve with a large enough effect in the main read-out, with a control signal flat, not every such curve was filed as active; inconclusive means small, poorly fitted or top-dose-only effect, or a change in a side signal; further: potency means the concentration at half of the fitted maximal effect; % of control where 0% means no effect
Target sequence (P55210 24-198 limits assumed): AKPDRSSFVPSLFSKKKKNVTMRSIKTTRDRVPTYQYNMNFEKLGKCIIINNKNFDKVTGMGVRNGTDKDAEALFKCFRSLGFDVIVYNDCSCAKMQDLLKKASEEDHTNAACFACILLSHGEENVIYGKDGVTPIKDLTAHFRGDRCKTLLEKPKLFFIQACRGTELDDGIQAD
Target sequence (P55210 207-303 limits assumed): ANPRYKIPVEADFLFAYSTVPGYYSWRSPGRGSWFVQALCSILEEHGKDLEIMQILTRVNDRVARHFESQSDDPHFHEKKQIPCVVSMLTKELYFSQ
HEK293 cAMP cs – qHTS Assay for Agonists of the Thyroid Stimulating Hormone Receptor: Activators of Intracellular cAMP Concentrations in Parental HEK 293 | parental HEK293 CNG cAMP sensor, membrane potential fluorescence | Potency, µM (top dose mostly 57.1 µM), for the others: top-dose activation, usual class: activators | 73,000 tested, 2.5% active; further: potency means the concentration at half of the fitted maximal effect; % of control where 0% means no effect; nearly all actives have a fitted effect of over 55% in size
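Parental HEK 293 cells stably expressing a modified CNG channel (no TSHR) report cAMP rise as membrane depolarization. Membrane potential dye with 100 uM RO 20-1724 was loaded for 60 min at room temperature, then compound added for 30 min; fluorescence read at 590 nm.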
FLuc inh – qHTS Assay for Inhibitors of Firefly Luciferase; purified firefly luciferase, luminescence, 8 min; Potency, µM (series often up to 57.1 µM), without a hit: at the top dose activity change, negative = inhibition, hits mostly inhibitors; 72,000 tested, 2.2% active; AID 411, 2009; further: potency means the concentration at half of the fitted maximal effect; on the % scale 0 is the no-effect control and ±100 the full control effect; nearly all actives have a fitted effect of over 40% in size
Target sequence (P08659 whole entry, looked up): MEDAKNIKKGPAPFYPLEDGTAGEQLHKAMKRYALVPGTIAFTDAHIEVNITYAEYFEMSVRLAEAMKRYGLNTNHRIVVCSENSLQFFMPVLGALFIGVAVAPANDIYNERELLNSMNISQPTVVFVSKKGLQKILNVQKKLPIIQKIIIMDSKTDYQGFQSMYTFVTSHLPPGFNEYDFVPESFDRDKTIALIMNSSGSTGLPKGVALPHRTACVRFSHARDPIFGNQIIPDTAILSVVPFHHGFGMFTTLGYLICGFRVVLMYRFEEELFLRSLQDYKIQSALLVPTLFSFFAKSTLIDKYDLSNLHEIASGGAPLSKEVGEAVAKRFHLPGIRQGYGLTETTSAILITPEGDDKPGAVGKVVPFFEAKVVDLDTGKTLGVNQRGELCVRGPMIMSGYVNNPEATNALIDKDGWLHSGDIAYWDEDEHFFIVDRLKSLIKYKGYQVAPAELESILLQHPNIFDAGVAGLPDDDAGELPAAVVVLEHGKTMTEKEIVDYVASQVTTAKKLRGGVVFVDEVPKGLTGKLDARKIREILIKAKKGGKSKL
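qHTS concentration-response profiling: light output of P. pyralis luciferase with luciferin and 10 uM ATP, imidazole buffer pH 7.2. Read by luminescence after 8-min room-temperature incubation.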
Caspase-1 inhib – qHTS Assay for Allosteric/Competitive Inhibitors of Caspase-1. P29466. Caspase-1 enzyme, Ac-WEHD-AFC fluorogenic rate. Potency, µM (titrated, usually from 57.5 µM), without a hit: at the highest dose activity change, negative = inhibition, usual class: inhibitors. 75,000 tested, 0.03% active. AID 900, 2007;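 further: potency means the concentration at half of the fitted maximal effect; plate controls were vehicle for no effect and no substrate for full effect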
A350 autofl – qHTS Assay for Spectroscopic Profiling in A350 Spectral Region. max dye-equivalent concentration, M. Compound autofluorescence, 340/450 nm, Alexa 350 dye-equivalents; hits give high values. 59,000 tested, 11% active; in the data active means max dye-equivalent concentration above about 10 nM; inconclusive means mostly about 1.1 nM to 9.6 nM
Tau filament bind – qHTS Assay for Tau Filament Binding; Microtubule-associated protein tau (Homo sapiens), P10636; recombinant tau filaments, thioflavin S fluorescence, 15 h; filaments grown with octadecylsulfate alongside compound; Potency, µM (doses to about 57.1 µM), without a hit: at the top dose activity change, negative = inhibition; 71,000 tested, 2% active;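 further: potency means the concentration at half of the fitted maximal effect; on the % scale 0 is the no-effect control and ±100 the full control effect; actives lower thioflavin S fluorescence by blocking filaments or displacing dye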
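ThS-based fibril read: tau 1 uM final, inducer ODS 30 uM final, 37 C for 15 h, ex 450/em 510 nm.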
ERK AVP inh – qHTS Assay for Inhibitors of the ERK Signaling Pathway using a Homogeneous Screening Assay. 72,000 tested, 0.99% active. HEK293-V1b, vasopressin-stimulated pERK AlphaScreen. Potency, µM (highest dose often 57.5 µM), without a hit: at the top dose activity, negative = inhibition, usual class: inhibitors; further: potency means the concentration at half of the fitted maximal effect; on the % scale 0 is the no-effect control and ±100 the full control effect; nearly all actives have a fitted effect of over 55% in size
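Overnight-seeded V1b-HEK293 cells in 1% FBS got compound, then vasopressin (25 nM final, 5 min, 37C), then lysis buffer. AlphaScreen detection of phospho-ERK; activity normalized to basal and full-stimulation controls.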
An asterisk follows results filed as active; i = inactive; ? = inconclusive; / = no result given; [ ] = another dose, or the depositor's remark. Unless noted, the call rests on the fitted dose curve; in most records, active means well fitted curve in the direction sought with a large enough effect; inconclusive means small, poorly fitted or top-dose-only effect, or another doubt; inactive means no such curve, though single readings can be large; an effect the other way counts as inactive or inconclusive.

Order of results – BRCT PPI red | BRCT inh green | USP2a inhib | CRE Fsk mod | Casp7 inh | HEK293 cAMP cs | FLuc inh | Caspase-1 inhib | A350 autofl | Tau filament bind | ERK AVP inh
- Fc1ccc(-n2c(-c3ccco3)nc3nc4ccccc4nc32)cc1
  -0.2% | 4.9% | 18% | 14% | -25% | 7% | 2% | ? | 4.1e-06M* | 13µM* | -13%
- Cc1cc(C)c(C#N)c(SCc2ccc3c(c2)OCO3)n1
  -1.2% | 1.3% | -11% | ? | -1% | 20µM* | 2% | -3% | i | 11% | 38%[activator]
- Cc1ccccc1-c1ccc2ncnc(N3CCNCC3)c2c1
  -0.3% | -2.3% | 15% | ? | -5% | -2% | 0%[2.29 µM] | -3% | i | -7% | -19%
- COC(=O)Nc1nnc(Cc2ccccc2)s1
  -0.3% | -0.4% | 0% | 2% | -1% | 2% | -1% | -1% | i | -2% | -15%
- O=S(=O)(Nc1ncnc2sc3c(c12)CCC3)c1ccc(Cl)s1
  -8.5% | 0.4% | 14% | 12% | -4% | -13% | 2% | -8% | ? | 3% | ?
- O=C(C1CC1)n1cc(C(=S)N2CCOCC2)c2ccccc21
  1.3% | 3.1% | -9% | ? | 3% | 10% | 0% | 0% | i | -7% | ?
- COc1ccccc1NC(=O)C(C)NS(=O)(=O)c1ccc(Cl)cc1 (stereo unspecified)
  -1.2% | -1.5% | 5% | -25% | 0% | -5% | 3% | 1% | i | -10% | -3%
- Cc1cc(C)nc(/N=C(\N)C2=C(O)CC(C)(C)CC2=O)n1
  -0.7% | 2.0% | 0% | 10% | 1% | 3%[11.4 µM] | 0% | -2% | / | 35% | -9%
- CCOc1ccccc1NC(=O)CN(C)S(=O)(=O)c1ccc(OC)c(C)c1
  -1.4% | 1.6% | -1% | 4% | -1% | 22% | 0% | -2% | 1.3e-08M* | -9% | 5%
- c1ccc(-n2c(SCC3CCCCO3)nnc2-c2cnccn2)cc1 (stereo unspecified)
  0.0% | -1.6% | 6% | 17% | -1% | -4% | 2% | 0% | i | 5% | -20%
- Nc1nc(Nc2cccc(F)c2)nc2ccccc12
  -0.7% | 0.0% | 27% | -9% | 0% | -52%[inhibitor] | 10µM* | 0% | i | -19% | -19%
- C=CCOc1ccc(C2C(C(=O)c3ccco3)=C(O)C(=O)N2Cc2cccnc2)cc1 (stereo unspecified)
  -0.4% | -3.3% | 40%[activator] | -8% | -1% | 21% | 2% | 1% | i | -1% | 3%
- O=C(NCc1cccs1)c1nc2c(nnn2Cc2ccccc2Cl)c(=O)[nH]1
  1.0% | 3.1% | / | ? | -4% | ? | -3% | -5% | ? | 4% | -25%
- Cc1cc(N2CCN(C(=O)c3ccco3)CC2)n2nc(C)c(-c3ccccc3)c2n1
  0.4% | -0.3% | 23% | 7.9µM* | 1% | -3% | 6% | -1% | 6.9e-08M* | 107% | -1%
- Cc1ccccc1Cn1c(=N)n(CC(O)c2ccco2)c2ccccc21 (stereo unspecified)
  -0.6% | -2.3% | 1% | ? | -1% | -8% | 2% | 0% | i | 16µM* | -2%
- CC(C)(C)C1(c2ccccc2)NC(=O)N(CC(=O)N2CCOCC2)C1=O (stereo unspecified)
  -0.7% | 0.3% | 2% | -4% | -2% | 1% | 1% | 0% | i | -6% | -12%
- CCCCCOc1ccc(C2NC(=O)NC2=O)cc1 (stereo unspecified)
  -2.1% | -2.4% | / | 11% | -1% | 4% | 3% | 0% | / | 0% | -20%
- CCN1CCN(Cc2ccc(NC(=O)Nc3cccs3)cc2)CC1
  -2.3% | -5.9% | 11% | -13% | 2% | 14% | -15% | 4% | i | 68% | 5%
- Cc1ccc(C)c(C(=O)CSc2n[nH]c(C)n2)c1
  0.3% | -0.7% | 4%[7.66 µM] | ? | 1% | 6%[11.4 µM] | -7% | -3% | / | 20%[11.4 µM] | ?
- Cc1cccc(-n2c(N)cc(=O)nc2SC(C)C(=O)NC2CCCCC2)c1 (stereo unspecified)
  0.8% | 0.7% | 20% | -14% | -1% | 22% | -7% | -2% | i | -18% | -10%

Quoted from the listing.
`Fc1ccc(-n2c(-c3ccco3)nc3nc4ccccc4nc32)cc1` in USP2a inhib reads 18%
`Cc1ccc(C)c(C(=O)CSc2n[nH]c(C)n2)c1` in FLuc inh reads -7%

(more compounds)
Order of results – BRCT PPI red | BRCT inh green | USP2a inhib | CRE Fsk mod | Casp7 inh | HEK293 cAMP cs | FLuc inh | Caspase-1 inhib | A350 autofl | Tau filament bind | ERK AVP inh
- Cc1nc(N2CCN(C)CC2)c2sc(=S)n(-c3ccccc3)c2n1
  1.3% | 1.3% | / | 8% | 0% | 9% | -4% | 0% | / | 23% | /
- CCOC(=O)N1CCN(S(=O)(=O)c2cc(OCC)ccc2OCC)CC1
  0.5% | -1.0% | 5% | -1% | 3% | 17% | 1% | 1% | i | 10% | 11%
- Fc1ccccc1C(c1nnnn1Cc1ccc2c(c1)OCO2)N1CCN(Cc2ccccc2)CC1 (stereo unspecified)
  -1.2% | 1.7% | 10% | ? | 2% | -1% | -39% | -2% | ? | -5% | 6%
- CCN(CC)CCN1C(=O)C(O)=C(C(=O)c2ccc(C)o2)C1c1ccccn1 (stereo unspecified)
  0.8% | -3.0% | 4% | ? | -10% | -16% | 0% | -4% | i | 50% | 0%
- CC(C)C1Oc2ccccc2N(CC(=O)N(Cc2ccccn2)CC2CCCO2)C1=O (stereo unspecified)
  -0.3% | 0.1% | / | 1% | 4% | 11% | 2% | -1% | i | -9% | -7%
- Cn1c(=O)c2c(nc(CN3CCN(CCO)CC3)n2Cc2cccc3ccccc23)n(C)c1=O
  -1.6% | 0.0% | 9% | 10% | -1% | 25% | 1% | 0% | i | 14% | -11%
- COc1ccc(NC(=O)CN(c2cc(C)cc(C)c2)S(=O)(=O)c2c(C)n[nH]c2C)cc1
  0.2% | -1.6% | / | -22% | -2% | ? | 1% | -1% | / | 134% | -17%
- Cc1ccc2nc(NC3=NCN(Cc4ccco4)CN3)nc(C)c2c1
  -3.0% | 1.4% | / | 1% | -2% | 12% | 0% | -4% | / | 6% | /
- Cc1cc(/C=N/n2cnnc2)c(C)n1-c1ccc(OCc2ccccc2F)cc1
  1.1% | -0.3% | 5%[7.66 µM] | 24%[7.6 µM] | -5% | ? | 2% | -5% | / | 7%[11.4 µM] | ?
- CCCCCCCCCC(=O)O[C@H](CC(=O)O)C[N+](C)(C)C
  -0.5% | 0.0% | / | -6% | 0% | 7% | 0% | 0% | / | ? | 2%
- CCCCNC(=O)CC1N=C2c3ccccc3N=C(SCC(=O)Nc3cccc(C)c3)N2C1=O (stereo unspecified)
  -1.8% | -0.9% | 44%[activator] | -16% | -1% | 11% | 0% | -1% | 1.3e-08M* | -8% | 13%
- Cc1nn(C)cc1CNC(=O)c1cnn2c1NC(c1ccc(Br)cc1)CC2C(F)(F)F (stereo unspecified)
  -1.1% | -3.0% | 32%[activator] | -4% | -1% | -23% | 2% | -4% | i | -2% | 33%
- Cc1ccc2c(C)nc(Nc3nc(CSc4nnnn4-c4ccccc4)cc(=O)[nH]3)nc2c1
  -0.9% | -1.8% | 76%[activator] | ? | -1% | 21% | 3% | -1% | i | 35% | -15%
- CC(NC(=O)c1cc(-c2cccs2)on1)c1ccccc1 (stereo unspecified)
  0.3% | -1.2% | -6% | ? | -1% | 25% | 0% | -1% | i | 92% | 4%
- O=C(Nc1ccc2c(c1)CCC2)C1CCCN(c2ncccn2)C1 (stereo unspecified)
  1.7% | -1.2% | 4% | 2% | -1% | ? | -6% | 1% | i | -1% | -16%

Looked up by structure from above:
Order of results – BRCT PPI red | BRCT inh green | USP2a inhib | CRE Fsk mod | Casp7 inh | HEK293 cAMP cs | FLuc inh | Caspase-1 inhib | A350 autofl | Tau filament bind | ERK AVP inh
- CC(NC(=O)c1cc(-c2cccs2)on1)c1ccccc1 (stereo unspecified)
  0.3% | -1.2% | -6% | ? | -1% | 25% | 0% | -1% | i | 92% | 4%
- COc1ccc(NC(=O)CN(c2cc(C)cc(C)c2)S(=O)(=O)c2c(C)n[nH]c2C)cc1
  0.2% | -1.6% | / | -22% | -2% | ? | 1% | -1% | / | 134% | -17%

Source: PubChem
